# High-throughput results deposited in PubChem by The Scripps Research Institute Molecular Screening Center.
# TAAR1 ag: human TAAR1 agonism | Q96RJ0 | CHO RD-HGA16 TAAR1, Fluo-8 calcium fluorescence; vehicle wells 0%, saturating PEA agonist 100% | activation, % at 3 µM | 360,000 tested, 0.99% active | AID 624467;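 active = activation above the mean activation of all test compounds in the run plus 3 SD, cut at about 38% in these data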
#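 Benchmarks: low control DMSO, high control PEA (EC100); System: CHO RD-HGA16 cells carrying human TAAR1 plus Gα16; Detection: Fluo-8 fluorescence, 5 s baseline then 140 s kinetic read; Schedule: 17-24 h plating, Fluo-8 75 min 37 °C, 30 min RT; Read-out basis: % activation from peak over basal fluorescence ratio, DMSO-to-PEA scaled.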
# TAAR1 antag: human TAAR1 antagonism. 360,000 tested, 1.5% active. AID 624466. CHO RD-HGA16 TAAR1, Fluo-8 calcium fluorescence, antagonist. inhibition, % at 3 µM;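 active = inhibition above a per-plate cutoff, the mean inhibition of test compounds on that plate plus 3 SD, cut at about 49% in these data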;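 also: 0% = DMSO plus EC80 beta-PEA response and 100% = DMSO alone without agonist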
#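 Test system – hTAAR1-expressing CHO RD-HGA16 cells, Gα16-coupled · Reagent – β-PEA at EC80 concentration, post-compound challenge · Compound dosing – 3 µM, single point · Timing – 140 s kinetic read after compound, 140 s after agonist · Detection – Fluo-8 intracellular calcium dye fluorescence, real-time kinetic reads · Control set – DMSO and EC80 PEA controls · Repeats – n of 1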
# OXTR ag: activates the human oxytocin receptor. P30559. 320,000 tested, 0.32% active. activation, % at 3 µM. CHO-OTR cells, Fluo-8 calcium fluorescence; normalized: DMSO 0%, oxytocin 100%;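 active = activation above the mean of all tested compounds plus 3 SD, cutoff set per screening run, cut at about 20% in these data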;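 also: peak over basal fluorescence ratio from a 100 s FLIPR kinetic read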
# Target sequence (P30559 whole entry, looked up): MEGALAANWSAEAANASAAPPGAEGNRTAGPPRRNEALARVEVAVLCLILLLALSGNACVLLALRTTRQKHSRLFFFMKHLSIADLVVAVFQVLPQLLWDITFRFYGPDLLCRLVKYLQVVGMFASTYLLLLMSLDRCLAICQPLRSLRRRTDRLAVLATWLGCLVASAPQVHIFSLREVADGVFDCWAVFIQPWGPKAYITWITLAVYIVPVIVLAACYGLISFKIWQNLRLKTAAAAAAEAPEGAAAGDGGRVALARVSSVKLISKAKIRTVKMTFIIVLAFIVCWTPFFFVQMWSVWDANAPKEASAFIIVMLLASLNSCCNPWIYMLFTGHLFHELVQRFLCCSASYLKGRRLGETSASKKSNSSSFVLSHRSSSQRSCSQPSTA
# M1 PAM: positive allosteric modulators of human M1 muscarinic receptor. P11229. CHO-K1 hM1, Fluo-8 calcium fluorescence, ACh EC20; 0% = ACh EC20, 100% = maximal ACh. activation, % at 3 µM. 360,000 tested, 0.088% active. AID 588819; in the data active = activation above about 19%, passing the limit was not always enough
# OXTR potentiate: potentiators of human oxytocin receptor | P30559 | CHO-OTR cells, Fluo-8 calcium fluorescence, potentiator mode; 0% = oxytocin EC15, 100% = EC100 | activation, % at 3 µM | 320,000 tested, 0.061% active | AID 2445;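 active = activation above that plate's cutoff, the mean activation of tested compounds plus 3 SD, cut at about 6.6% in these data, passing the limit was not always enough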;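 also: 100% uses oxytocin at 75 nM as the full agonist control; some results filed as inactive read as strong as hits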
#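 Dosing: Single dose, 3.0 µM nominal final compound concentration | Material: Human OTR in CHO cells | Technique: Kinetic Fluo-8 calcium fluorescence | Benchmarks: EC15 oxytocin alone as 0%, 75 nM oxytocin as 100% | Probe or stimulus: Oxytocin at about EC15, sub-maximal agonist stimulus | Incubation: Compound 6 min at room temperature before oxytocin, 100 s read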
# CHO parental Ca: signal in parental CHO cells, OX1R antagonist counter-screen. parental CHO-K1, ATP-induced calcium, Fluo-8 fluorescence. inhibition, % at 5.6 µM. 330,000 tested, 0.63% active;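 active = inhibition above that plate's mean sample inhibition plus 3 SD, cut at about 26% in these data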;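 also: 0% = ATP-challenged DMSO wells and 100% = DMSO wells without ATP; some compounds past the cut are filed as inactive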
#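 Measured by: calcium-sensitive Fluo-8 fluorescence / Test system: CHO parental line / Controls: ATP-challenged DMSO wells low, unchallenged DMSO wells high / Measure: % inhibition / Compound: single nominal dose of 5.6 µM per compound / Replicates: single well per compound, no replicates / Reagent: ATP as calcium-mobilizing challenge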
# V1R ag counter: counter-screen for oxytocin receptor agonists: human V1a receptor agonists. P37288. CHO-V1R cells, Fluo-8 calcium fluorescence, agonist mode; 0% DMSO, 100% 3 nM vasopressin. activation, % at 3 µM. 320,000 tested, 0.25% active. AID 2797;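 active = activation above the mean activation of all tested compounds plus 3 SD, per screening run, cut at about 20% in these data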;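 also: signal is peak over basal fluorescence ratio across a 100 second FLIPR read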
# Target sequence (P37288 whole entry, looked up): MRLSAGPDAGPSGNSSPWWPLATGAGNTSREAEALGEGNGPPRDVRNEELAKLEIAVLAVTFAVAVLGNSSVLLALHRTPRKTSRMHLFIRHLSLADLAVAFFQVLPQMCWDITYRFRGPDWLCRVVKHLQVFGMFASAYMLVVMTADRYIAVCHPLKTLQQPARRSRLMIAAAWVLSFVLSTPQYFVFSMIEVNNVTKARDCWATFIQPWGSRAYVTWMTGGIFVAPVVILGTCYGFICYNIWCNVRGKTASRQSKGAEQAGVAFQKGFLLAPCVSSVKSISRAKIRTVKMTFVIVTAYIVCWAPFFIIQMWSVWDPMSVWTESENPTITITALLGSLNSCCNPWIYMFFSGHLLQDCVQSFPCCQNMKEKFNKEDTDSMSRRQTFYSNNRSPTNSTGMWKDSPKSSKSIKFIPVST
# M1 antag: human CHRM1 antagonism; inhibition, % at 3 µM; CHO-K1 hM1, Fluo-8 calcium fluorescence, ACh EC80 antagonist; P11229; 360,000 tested, 1.3% active;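 active = percent inhibition above its own plate's cutoff, namely the mean of that plate's compound wells plus 3 SD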;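 also: peak over basal fluorescence ratio during 140 s after agonist addition; 0% = ACh EC80 plus DMSO and 100% = DMSO alone without agonist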
# CHRM1 agonist: agonists of human M1 muscarinic receptor. P11229. CHO-K1 hM1, Fluo-8 calcium fluorescence, agonist mode; 0% DMSO, 100% acetylcholine EC100. activation, % at 3 µM. 360,000 tested, 0.33% active. AID 588814;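 active = activation above the run's mean compound activation plus 3 SD, cut at about 16% in these data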;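 also: peak over basal fluorescence ratio within a 140 s kinetic read after compound addition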
# Starred values were filed as active, the others as inactive; . = no result given.
SMILES,TAAR1 ag,TAAR1 antag,OXTR ag,M1 PAM,OXTR potentiate,CHO parental Ca,V1R ag counter,M1 antag,CHRM1 agonist
O=C(CSc1ccc2c(c1)OCCO2)N1CCN(c2ccccc2O)CC1,8,10,.,-6,.,.,.,1,2
CN1CCN(CCCNC(=O)c2ccc3c(Cl)c4c(nc3c2)CCCC4)CC1,-2,-16,-1.5,4,4,-24,-0.6,-8,-7
O=C(CSCc1ccc(Br)cc1)N1CCCC1,2,11,-1.6,3,-26,-9,0.0,-5,-3
CC(=O)N(C(C)=O)N1C(=O)C2C3c4ccccc4C(c4ccccc43)C2C1=O (stereo not drawn),-2,3,-0.8,8,-6,7,-1.0,-7,-3
CSc1ccc(NC(=O)Nc2cc(C)ccn2)cc1,4,-19,1.1,5,-4,0,17,-10,-3
Cc1cc(CN(C)C(=O)c2ccc3nc(Cc4ccccc4F)oc3c2)n[nH]1,1,-7,0.2,8,-4,-14,1.1,-11,-2
CCN(CC(=O)Nc1ccc(Br)cc1)CC(=O)Nc1cc(C)on1,7,-15,.,12,.,.,.,1,0
CCOC(=O)c1cnc2c(-c3ccccc3OC)c(C)nn2c1C,4,9,-2.3,3,-7,-11,-1.6,0,-3
O=C(Nc1ccccc1)c1ccc(NCC2CCCO2)c(S(=O)(=O)N2CCOCC2)c1 (stereo not drawn),5,14,-0.7,7,-10,-10,-0.2,-5,-4
COc1ccc2[nH]c(=O)c3c(c2c1)OC(C)(C)C=C3,14,-21,-2.7,-5,-8,-22,-0.9,21,-1
COc1ccc(CNC[C@H]2O[C@@H](n3ccc(=O)[nH]c3=O)[C@H](O)[C@@H]2O)cc1OC,2,-24,.,10,.,.,.,-11,-4
Cc1ccccc1C(=O)Nc1ccc(S(=O)(=O)N2CCCC2)cc1,3,5,2.6,13,-7,-17,4.4,-6,-2
COc1ccc(C(C(=O)NC2CCCC2)N(C(=O)c2ccco2)c2ccccc2OC)cc1 (stereo not drawn),1,-18,-1.3,6,-4,-34,-0.5,-5,-4
COc1ccc(C2=NOC(C(=O)NCc3ccccn3)C2)cc1 (stereo not drawn),1,8,0.7,13,-5,-6,0.4,-9,-2
CC(=O)NC(Cc1ccccc1F)C(=O)NC1CCN(c2ncccc2[N+](=O)[O-])CC1 (stereo not drawn),4,21,1.9,-2,-7,0,0.3,4,-1
NC(=S)NC(=O)/C=C/c1ccccc1,4,-4,-0.5,-2,-17,-11,0.3,-7,-3
CSc1ncccc1C(=O)NNC(=O)c1csc(N2CCOCC2)n1,1,3,.,12,.,.,.,-17,-2
NC(=S)N=Nc1ccc(NN=C(N)N)cc1,1,-10,0.9,0,6,7,0.4,-23,-5
COc1ccc(Cc2nc3ccc(C(=O)NCCc4ccncc4)cc3o2)cc1OC,4,8,5.9,7,-10,-18,4.7,-10,0
CCOC(=O)C(=O)Nc1ccccc1C(=O)NCc1ccccc1,0,11,-2.2,-7,-3,-2,-0.1,15,-1
Cc1c(NC(=O)c2ccccc2NS(=O)(=O)c2ccc(F)cc2)c(=O)n(-c2ccccc2)n1C,2,-3,0.6,2,4,-6,1.7,0,-6
Cc1ccc(/C=C(\NC(=O)c2ccc(C)cc2)c2nc(=S)[nH][nH]2)cc1,1,-38,0.1,14,-7,-12,0.7,-18,-5
CC(=O)c1cc2c(cc1NC(=O)Cn1nc(-c3ccc(F)cc3)ccc1=O)OCO2,5,-7,2.0,9,-8,-22,1.1,5,-1
Cc1ccc(S(=O)(=O)N2CCOCC2)cc1C(=O)N(C)CCOc1ccc(Cl)cc1,.,.,11,-9,-8,-9,7.9,-6,3
Cc1nnc(SCC(=O)N2c3ccccc3CC2C)[nH]c1=O (stereo not drawn),3,-19,1.0,4,-2,-11,-0.2,-5,-6
CC(=O)Nc1cccc(OCCCNC(=O)c2ccc(C(C)(C)C)cc2)c1,5,23,-1.8,6,-10,-24,0.4,-10,-3
C=COCCNC(=S)Nc1ccccc1,7,13,-0.5,11,1,-8,1.0,-8,-1
O=C(c1cc(COc2ccc(F)cc2F)on1)N1C[C@H]2CC[C@H]1C2,5,-23,-0.2,11,-5,1,2.4,-6,-3
CCCn1c(=O)c(/C(N)=N/O)nn(-c2cccc(C(F)(F)F)c2)c1=O,-3,-24,-3.1,14,5,-11,0.8,-4,1
Cc1cc(C)c2c(CN(Cc3ccccc3)Cc3ccccc3)cc(=O)oc2c1,2,10,.,1,.,.,.,-1,-5
COc1ccc(/C=C(/NC(=O)c2ccco2)C(=O)Nc2ccc(C(C)=O)cc2)cc1,0,-6,-0.7,9,-7,-6,0.7,-10,-6
COc1ccc(-c2csc(C(C)(O)c3cccc(OC)c3)n2)cc1 (stereo not drawn),2,28,.,-9,.,.,.,13,1
O=C(NCc1cccc2ccccc12)Nc1ccccc1,1,-7,-1.2,3,0,-18,0.6,-3,-11
COc1ccc(-c2cc(C(=O)Nc3ccc(C(N)=O)cc3)c3ccccc3n2)cc1OC,12,54*,0.5,-10,-13,-12,-0.1,16,-3
Cc1ccc2ccc(S(=O)(=O)NCc3ccccn3)cc2c1,13,-6,3.6,8,-7,-3,7.3,-3,-1
Cc1ccc(C)c(N(CC(=O)N2CCCC2)S(C)(=O)=O)c1,1,-16,-0.2,-1,-7,0,0.3,-1,-3
Cc1noc(C)c1CSc1nnc(-c2ccccc2)o1,2,4,0.7,-2,-4,-12,-0.8,4,-8
Cc1sc2ncnc(N3CCC(C(=O)Nc4sc5c(c4C(N)=O)CCC(C)C5)CC3)c2c1C (stereo not drawn),0,-34,1.1,6,-3,-25,0.2,-7,-2
COc1ccc(OCC(O)CN2CCCCC2)cc1 (stereo not drawn),2,-33,0.6,6,-9,-13,0.9,-6,-8
CC(=O)Nc1ccc(NC(=O)CCc2nc3sc4c(c3c(=O)[nH]2)CCCC4)cc1,1,-2,0.2,14,-4,4,-0.2,-14,-2
COc1cccc(Cn2cnc3c(NS(=O)(=O)c4ccc(Cl)cc4)c(C)c(C)cc32)c1,5,28,-0.3,6,-3,-26,-0.2,3,-4
COc1ccc(/C=N/Nc2snc(SC)c2C#N)cc1OC,26,4,0.4,4,-9,-17,-0.2,-1,0
O=C(O)c1cscn1,2,-1,1.1,7,-15,11,1.6,-6,-3
CC(C)C1C(=O)N(Cc2cn(CCC3OCCCO3)nn2)CCS(=O)(=O)N1Cc1ccc(-c2ccc(Cl)cc2)cc1 (stereo not drawn),1,-14,.,3,.,.,.,-6,-3
CCc1ccc2[nH]c(=O)c(CN(Cc3ccc4c(c3)OCO4)Cc3nnnn3C3CCCC3)cc2c1,2,18,-1.6,6,-10,-19,0.6,-32,1
O=C(NCCO)c1cccc2c1-c1ccccc1C2=O,0,-11,0.4,9,-5,-4,-0.3,3,-3
CS(=O)(=O)N(CC(=O)NCc1ccc2c(c1)OCO2)Cc1ccc(Cl)cc1,4,4,0.6,0,-10,-21,1.4,-25,0
COc1ccc(-c2cc(C#N)nc(N3CCN(C)CC3)n2)cc1,0,18,-1.1,10,-9,-6,-1.1,-8,-10
O=C(CCS(=O)(=O)c1ccccc1)Nc1nc2cc3c(cc2s1)OCCO3,2,3,0.9,8,-1,-12,1.4,-2,-1
Cc1cc(N)ncc1[N+](=O)[O-],1,-5,.,8,.,.,.,-11,1
COc1ccccc1N1CCN(S(=O)(=O)c2c(C)[nH]c(=O)[nH]c2=O)CC1,1,-21,1.2,9,4,-12,1.1,-13,-2
CCn1cc(C(=O)NCCC(=O)NCCO)c(=O)c2cc3c(cc21)OCO3,3,-1,0.8,9,-5,6,0.0,-8,-3

# Molecules shown so far containing an NH in an aromatic ring, in the order listed:
SMILES,TAAR1 ag,TAAR1 antag,OXTR ag,M1 PAM,OXTR potentiate,CHO parental Ca,V1R ag counter,M1 antag,CHRM1 agonist
Cc1cc(CN(C)C(=O)c2ccc3nc(Cc4ccccc4F)oc3c2)n[nH]1,1,-7,0.2,8,-4,-14,1.1,-11,-2
COc1ccc2[nH]c(=O)c3c(c2c1)OC(C)(C)C=C3,14,-21,-2.7,-5,-8,-22,-0.9,21,-1
COc1ccc(CNC[C@H]2O[C@@H](n3ccc(=O)[nH]c3=O)[C@H](O)[C@@H]2O)cc1OC,2,-24,.,10,.,.,.,-11,-4
Cc1ccc(/C=C(\NC(=O)c2ccc(C)cc2)c2nc(=S)[nH][nH]2)cc1,1,-38,0.1,14,-7,-12,0.7,-18,-5
Cc1nnc(SCC(=O)N2c3ccccc3CC2C)[nH]c1=O (stereo not drawn),3,-19,1.0,4,-2,-11,-0.2,-5,-6
CC(=O)Nc1ccc(NC(=O)CCc2nc3sc4c(c3c(=O)[nH]2)CCCC4)cc1,1,-2,0.2,14,-4,4,-0.2,-14,-2
CCc1ccc2[nH]c(=O)c(CN(Cc3ccc4c(c3)OCO4)Cc3nnnn3C3CCCC3)cc2c1,2,18,-1.6,6,-10,-19,0.6,-32,1
COc1ccccc1N1CCN(S(=O)(=O)c2c(C)[nH]c(=O)[nH]c2=O)CC1,1,-21,1.2,9,4,-12,1.1,-13,-2
